# PI4K2A inh: inhibitors of human PI4K2A; Q9BTU6; purified PI4K2A, ADP-Glo luminescence, 1 h; hits give low values; activity change, negative = inhibition, % at 76.9 µM; hit rate 0.13% among 420,000; in the data active = activity change below about -50%; inconclusive = mostly about -30% to -49%;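 note: -100% = wells without enzyme as full effect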
#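 In this quantitative HTS, ADP production by PI4K2A was quantified luminescently after 1 h at ambient temperature; 100 microM adenosine served as plate-quality control.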
# GLS inhibitor: blocks human kidney-isoform glutaminase activity; O94925; GLS enzymatic activity, qHTS titration; Potency, µM (top dose mostly 45.5 µM), for the others: at the top dose activity change, negative = inhibition, most hits filed as inhibitors; hit rate 0.21% among 410,000; note: potency is the fitted concentration of half-maximal effect; % is set by controls: 0 for no effect and ±100 for the full control effect
#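 Enzyme dispensed in phosphate buffer (45 mM, pH 8.2, 0.02% Tween-20), compounds pinned in, then 1 mM L-glutamine solution and the glutamate oxidase–HRP–Amplex Red mix added; fluorescence read immediately and again after 30 min at room temperature.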
# TrxR1 inh: blocks rat thioredoxin reductase 1 | hit rate 1% among 390,000 | recombinant rTrxR1, NADPH fluorescence consumption, selenite substrate | Potency, µM (top dose mostly 114 µM), for inactives: at the highest dose activity change, negative = inhibition, usual class: inhibitors; note: potency is the fitted concentration of half-maximal effect; % is set by controls: 0 for no effect and ±100 for the full control effect; nearly all actives have a fitted effect of over 65% in size
#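 Rat TrxR1 (90 nM in the dispensed reagent) was pre-reduced with 400 uM NADPH for 5 min at room temperature, then incubated with compound for 15 min. After 400 uM selenite was added, NADPH fluorescence (Ex 340/Em 450 nm) was followed for 8 min.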
# HP1b chromo inh: blocks HP1-beta chromodomain binding to methylated histone tails. P83916. AlphaScreen HP1-beta / biotin-H3K9me3 peptide binding. Potency, µM (doses to about 114 µM), for the others: top-dose activity change, negative = inhibition, usual class: inhibitors. hit rate 0.56% among 390,000. AID 540317; note: potency is the fitted concentration of half-maximal effect; nearly all actives have a fitted effect of over 70% in size; inactives centre near 23
#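 Compound inhibition of the preformed complex between 50 nM HP1-beta and 50 nM biotinylated H3K9me3 peptide was read by AlphaScreen. Buffer was PBS pH 7.4 with 0.01% Tween-20. Incubations ran 30 min at room temperature, with 10 ug/mL donor/acceptor beads.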
# TrxR1 substrate: substrates of rat thioredoxin reductase 1. O89049. purified TrxR1 substrate turnover, NADPH consumption readout. Potency, µM (titrated, usually from 114 µM), without a hit: top-dose activity change, negative = substrate turnover. hit rate 0.01% among 390,000; note: potency is the fitted concentration of half-maximal effect; % is set by controls: 0 for no effect and ±100 for the full control effect; nearly all actives have a fitted effect of over 50% in size
#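 Rat TrxR1, dispensed at 90 nM, was prereduced with 400 uM NADPH (final) for 5 min at ~22 deg C, then incubated with compound 15 min before 400 uM selenite. A first-read NADPH fluorescence drop versus no-compound background flagged substrates.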
# PGK inhibitor: inhibitors of T. brucei phosphoglycerate kinase; P07378; PGK/GAPDH coupled, Kinase-Glo luminescence, 60 min; Potency, µM (series often up to 57.5 µM), for inactives: at the highest dose activity change, negative = inhibition, hits mostly inhibitors; hit rate 0.043% among 380,000; AID 602233; note: potency is the fitted concentration of half-maximal effect; % is set by controls: 0 for no effect and ±100 for the full control effect; nearly all actives have a fitted effect of over 60% in size
#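 Recombinant glycosomal PGK reaction used 1,3-bisphosphoglycerate generated in-well by GAPDH (100nM final) in 100mM TEA pH 7.6, 5mM MgCl2, 0.01% Tween-20. After 60 minutes at room temperature, ATP was read by Kinase-Glo Plus luminescence end-point.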
# USP1-UAF1 inh: blocks the human USP1/UAF1 deubiquitinase complex; recombinant USP1/UAF1, Ub-Rhodamine cleavage fluorescence; Potency, µM (titrated, usually from 57.1 µM), for inactives: at the top dose activity change, negative = inhibition, actives largely listed as inhibitors; hit rate 0.23% among 390,000; AID 743255; note: potency is the fitted concentration of half-maximal effect; % is set by controls: 0 for no effect and ±100 for the full control effect; nearly all actives have a fitted effect of over 60% in size; inactives centre near -12
# Target sequence (O94782 whole entry, looked up): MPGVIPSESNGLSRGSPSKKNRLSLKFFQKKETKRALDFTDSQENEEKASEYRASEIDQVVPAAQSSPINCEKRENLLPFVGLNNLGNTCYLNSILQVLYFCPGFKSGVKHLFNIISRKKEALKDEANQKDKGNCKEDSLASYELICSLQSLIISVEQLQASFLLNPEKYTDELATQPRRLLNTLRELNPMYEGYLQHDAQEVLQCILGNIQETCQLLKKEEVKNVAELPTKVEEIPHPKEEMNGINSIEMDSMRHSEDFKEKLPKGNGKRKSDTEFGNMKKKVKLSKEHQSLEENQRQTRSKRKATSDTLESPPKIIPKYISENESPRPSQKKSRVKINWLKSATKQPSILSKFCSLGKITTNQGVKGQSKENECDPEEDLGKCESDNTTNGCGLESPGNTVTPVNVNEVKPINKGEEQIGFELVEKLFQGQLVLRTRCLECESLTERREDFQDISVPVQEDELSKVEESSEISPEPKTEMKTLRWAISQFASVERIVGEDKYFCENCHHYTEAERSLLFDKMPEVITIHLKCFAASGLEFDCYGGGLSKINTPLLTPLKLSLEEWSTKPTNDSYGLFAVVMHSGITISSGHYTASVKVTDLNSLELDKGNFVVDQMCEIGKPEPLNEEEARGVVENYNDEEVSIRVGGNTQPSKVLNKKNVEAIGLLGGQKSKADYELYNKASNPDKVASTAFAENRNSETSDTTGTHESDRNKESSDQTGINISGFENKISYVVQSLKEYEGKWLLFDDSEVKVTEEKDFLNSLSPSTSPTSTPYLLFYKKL
#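 1 nM enzyme complex + cpd, 15 min RT; start with Ub-Rho 150nM final; kinetic fluorescence ex 480/em 540, 6 reads q60 s. Buffer 50mM HEPES pH 7.8, 0.5mM EDTA, 0.1 mg/ml BSA, 1mM TCEP, 0.01% Tween-20.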
# IDH1 R132H inh: inhibitors of human mutant IDH1 R132H; O75874; IDH1-R132H enzyme, NADPH consumption, diaphorase/resazurin fluorescence; Potency, µM (series often up to 76.6 µM), inactives show at the highest dose activity change, negative = inhibition, usual class: inhibitors; hit rate 0.093% among 390,000; AID 602179; note: potency is the fitted concentration of half-maximal effect; % is set by controls: 0 for no effect and ±100 for the full control effect; nearly all actives have a fitted effect of over 65% in size
#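 IDH1-R132H (0.5 ug/mL dispensed) in pH 7.5 Tris buffer was preincubated 30 min with compound, then given a substrate mix of 0.016 mM NADPH and 2 mM alpha-KG for 80 min at room temperature; remaining NADPH was read by diaphorase/resazurin fluorescence.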
# Pin1 inh: human Pin1 inhibition | Q13526 | Pin1 FP peptide displacement, HiFluor488, 10 min | Potency, µM (series often up to 115 µM), without a hit: top-dose activity, negative = inhibition, most hits filed as inhibitors | hit rate 0.009% among 390,000 | AID 504891; active = well fitted inhibition curve with a large enough effect in the polarisation, with a control signal flat, not every such curve was filed as active; inconclusive = small, poorly fitted or top-dose-only effect, or effect the other way, or a change in a side signal; inactive = no such curve, though single readings can be large or run the other way; the % refers to the polarisation; note: potency is the fitted concentration of half-maximal effect; % is set by controls: 0 for no effect and ±100 for the full control effect
# Target sequence (Q13526 whole entry, looked up): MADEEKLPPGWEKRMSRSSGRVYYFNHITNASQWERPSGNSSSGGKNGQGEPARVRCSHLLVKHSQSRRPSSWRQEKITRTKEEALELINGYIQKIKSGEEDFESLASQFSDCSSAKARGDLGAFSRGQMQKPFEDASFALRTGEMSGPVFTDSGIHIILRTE
# * hit, by the source's call; i = inactive; ? = inconclusive; nt = not tested or not shown; [ ] = remark or other dose. Unless noted, calls come from the whole dose curve; as a rule, active = well fitted curve in the direction sought with a large enough effect; inconclusive = small, poorly fitted or top-dose-only effect, or another doubt; inactive = no such curve, though single readings can be large; an effect the other way counts as inactive or inconclusive. Only part of the results is shown; count on the stated rates, not on these rows.
SMILES,PI4K2A inh,GLS inhibitor,TrxR1 inh,HP1b chromo inh,TrxR1 substrate,PGK inhibitor,USP1-UAF1 inh,IDH1 R132H inh,Pin1 inh
COc1ccc(-n2ncc3c(=O)n(CC(=O)Nc4ccc5c(c4)OCCO5)cnc32)cc1,-3,-16%,74%[activator],25%,48%[activator],3%,-6%,-2%,-2%
COc1ccc(-n2nnnc2SCc2nc3ccccc3s2)cc1,-3,0%,-25%,112%[activator],1%,-4%,-9%,7%,?
C/C(=N\Nc1ccc([N+](=O)[O-])cc1)c1ccc(C#N)cc1,2,9%,21%,3%,-1%,-2%,-16%,6%,?
Cc1cc(C(=O)NCc2ccccc2F)c2ccccc2n1,-3,10%,10%,-3%,3%,-6%,-2%,-6%,13%
CN(CCNC(=O)C1CCN(c2ncnc3c2nc2n3CCCCC2)CC1)Cc1ccccc1,1,4%,11%,23%,3%,5%,-2%,0%,2%
COc1cc(OC)c2c(-c3ccccc3)cc(=O)oc2c1,-3,10%,-8%,37%,-12%,0%,18%,-7%,-2%
Cc1sc2ncnc(NCc3ccccc3)c2c1C,5,-7%,-6%,43%[activator],-4%,-9%,-15%,12%,-6%
CCC(=O)Nc1ccc(NC(=O)c2ccccc2)nc1,-10,0%,14%,60%[activator],-4%,nt,-18%,-2%,0%
O=C(O)c1cc(S(=O)(=O)N2CCCC2)ccc1Br,4,-5%,10%,52%[activator],3%,i,-5%,1%,-1%
Cc1ccc2c(COC(=O)c3ccc(C)c(C)c3)cc(=O)oc2c1,7,-9%,24%,-15%,2%,i,-14%,-5%,0%

# Four entries picked at random from those above, as already listed:
SMILES,PI4K2A inh,GLS inhibitor,TrxR1 inh,HP1b chromo inh,TrxR1 substrate,PGK inhibitor,USP1-UAF1 inh,IDH1 R132H inh,Pin1 inh
CN(CCNC(=O)C1CCN(c2ncnc3c2nc2n3CCCCC2)CC1)Cc1ccccc1,1,4%,11%,23%,3%,5%,-2%,0%,2%
COc1cc(OC)c2c(-c3ccccc3)cc(=O)oc2c1,-3,10%,-8%,37%,-12%,0%,18%,-7%,-2%
COc1ccc(-n2nnnc2SCc2nc3ccccc3s2)cc1,-3,0%,-25%,112%[activator],1%,-4%,-9%,7%,?
Cc1ccc2c(COC(=O)c3ccc(C)c(C)c3)cc(=O)oc2c1,7,-9%,24%,-15%,2%,i,-14%,-5%,0%

# Next part:
SMILES,PI4K2A inh,GLS inhibitor,TrxR1 inh,HP1b chromo inh,TrxR1 substrate,PGK inhibitor,USP1-UAF1 inh,IDH1 R132H inh,Pin1 inh
Cc1nn(-c2ccccc2)c(N)c1N=Nc1ccccc1,0,13%,-10%,?,-9%,-8%,?,3%,-2%
Cc1ccc(C)c(SCC(=O)NC(=O)NCc2ccccc2)c1,0,5%,-15%,4%,-7%,12%,-6%,0%,-1%
COc1ccccc1CN(Cc1nc2ccccc2c(=O)[nH]1)C(=O)Nc1cccc(C)c1,0,-4%,24%,23%,5%,nt,1%,5%,0%
COc1cc(/C(C#N)=C/c2cccc3ccccc23)c([N+](=O)[O-])cc1OC,-2,10%,-9%,-15%,-15%,-5%,4%,7%,34%[activator]
COCCNC(=O)CN(Cc1ccc(Cl)cc1)S(C)(=O)=O,-2,1%,22%,22%,7%,4%,-17%,-2%,6%
Cc1ncc(S(=O)(=O)c2ccccc2)c(-c2ccccc2)n1,5,-2%,-1%[57.1 µM],27%,12%[57.1 µM],-6%,-11%,0%,3%
Cc1cccc(-n2ncc3c2CCCC3NC(=O)C2=CC(=O)CC(C)(C)O2)c1C (centres undefined),0,0%,9%,14%,4%,i,-22%,1%,-11%
O=C(NCCC1=CCCCC1)C1CCN(C(=O)c2ccc(Br)cc2)CC1,-3,14%,-6%,16%,-1%,1%,-5%,2%,0%
CCSc1nnc(N2C(=O)CC(c3ccsc3)C3=C2CC(C)(C)CC3=O)s1 (centres undefined),-4,0%,15%[57.1 µM],49%[activator],8%[57.1 µM],i,-14%,0%,-5%
O=[N+]([O-])c1cc(Cl)ccc1N1CCOCC1,0,-12%,2%,16%,-5%,0%,-1%,6%,5%
COc1ccccc1CNC(=O)CSc1ncc(C(=O)Nc2ccccc2)c(=O)n1C,1,-5%,-5%,22%,7%,i,-8%,3%,5%
CCC1Sc2ccccc2N(CC(=O)NC2CC2)C1=O (centres undefined),-4,7%,17%,41%[activator],4%,7%,-8%,3%,-6%
COc1ccc(S(=O)(=O)NC2CCCC2)cc1NC(C)=O,0,5%,-11%,26%,-5%,4%,-3%,-1%,-7%
O=C(CCS(=O)(=O)c1ccc(Br)cc1)N1CCN(c2ccccc2Cl)CC1,0,-13%,11%,11%,-3%,-6%,-11%,6%,4%
COc1ccc(OC)c(NC(=O)c2cc3ccccc3o2)c1,1,0%,7%,27%,16%,10%,-6%,-4%,2%
CN(Cc1ccccc1)C(=O)c1cccc(N2C(=O)NC3CC2(C)Oc2ccccc23)c1 (centres undefined),-1,-22%,25%[57.1 µM],13%,17%[57.1 µM],-3%,-20%,-3%,-9%
CC(=O)c1cn(-c2ccc([N+](=O)[O-])cc2)c(=O)n(C)c1=O,1,-8%,19%[57.1 µM],58%[activator],-4%[57.1 µM],i,-5%,3%,-10%
Cc1[nH]n(-c2ccccc2)c(=O)c1N=Nc1ccc(Cl)cc1,0,-4%,23%,-14%,-1%,-1%,-13%,0%,-2%
O=[N+]([O-])c1ccc(/C=N/Nc2nc(N3CCCCCC3)nc(N3CCCCCC3)n2)o1,0,-5%,-35%,-25%,-16%,-6%,?,6%,62%[activator]
O=C1CN(C(=O)COC(=O)CCC(=O)c2ccc(Cl)cc2)c2ccccc2N1,-3,-4%,20%[57.1 µM],20%,9%[57.1 µM],-1%,-18%,4%,4%
CC1CCCCC1NC(=O)c1cn(C)c2ccc(S(=O)(=O)N3CCCC3)cc2c1=O (centres undefined),-1,-12%,0%,33%,-2%,2%,-23%,?,-2%
COc1cc(C(=O)OCc2cccc(S(=O)(=O)N3CCOCC3)c2)ccc1OCC(C)C,7,-1%,-7%,31%,-9%,7%,-11%,18%,?
COc1ccc(CN(C(=O)CCC(=O)N2CCCCC2)c2nccs2)cc1OC,-2,17%,-6%[57.1 µM],5%,-6%[57.1 µM],-2%,-13%,-3%,-1%
CCOc1ccc(-c2nnc(SCC(=O)N(CC)CC)n2N)cc1,-6,-1%,-4%,26%,-8%,-7%,-9%,4%,-8%
Cn1c(CC(=O)Nc2ccccc2F)nnc1SCC(=O)NC1=NCCS1,-1,1%,16%,34%,1%,3%,-6%,13%,5%
CSc1ncccc1C(=O)Nc1cc(Cl)ccc1N1CCOCC1,5,11%,-9%,2%,-13%,-2%,-3%,6%,-5%
CCOCCCNC(=O)C1(O)c2ccccc2NC(=O)N1c1ccc(C)c(C)c1 (centres undefined),-2,2%,15%,58%[activator],4%,nt,-14%,-4%,8%
CC1CCN(S(=O)(=O)c2ccc3c(c2)N(CC(=O)NCc2ccccc2Cl)C(=O)CS3)CC1,1,8%,10%[57.1 µM],4%,-4%[57.1 µM],-5%,-17%,-17%,7%
NS(=O)(=O)c1ccc(CNC(=O)CNC(=O)Cc2ccccc2)cc1,-1,0%,1%[57.1 µM],20%,12%[0.0914 µM],5%,-2%,-8%,11%
COc1ccc(NC(=O)c2ncn[nH]2)cc1,1,2%,15%,26%,2%,-8%,-2%,0%,-14%
CCN(CC)CCNC(=O)C(=O)Nc1ccc2c(c1)N(S(=O)(=O)c1cccs1)CCC2,3,-4%,-6%[57.1 µM],21%,-2%[57.1 µM],2%,0%,7%,-1%
COC(=O)c1[nH]c2ccc(Cl)cc2c1NC(=O)CCN1CCN(C2CCCCC2)CC1,3,16%,-8%,25%,12%,-7%,-10%,6%,5%
O=[N+]([O-])c1ccc(CN2CC(N3CCN(CC4CC4)CC3)CS2(=O)=O)cc1 (centres undefined),-3,-2%,nt,nt,nt,-1%,-5%,0%,nt
COc1ccccc1/C=C/CN1CCN(Cc2ccc(F)cc2)C(CCO)C1 (centres undefined),3,-3%,25%[57.1 µM],9%,2%[57.1 µM],i,-12%,2%,5%
COc1ccc(-c2nc(CS(=O)CC(=O)NCCCN3CC(C)CC(C)C3)c(C)o2)cc1OC (centres undefined),-3,-1%,-20%,13%,1%,-2%,0%,6%,5%
O=C1OC(C(=O)Nc2ccccc2)Cc2ccccc21 (centres undefined),2,-2%,16%[57.1 µM],38%,-17%[57.1 µM],-1%,-13%,4%,3%
COc1ccccc1C(=O)Nc1ccc(C(=O)Nc2ccccc2C(=O)O)cc1,4,-4%,-3%,18%,-8%,-6%,-25%,-3%,3%
O=C(Nc1ccccc1)OCCCc1ccccc1,0,21%,12%[57.1 µM],182%[activator],2%[57.1 µM],-4%,-3%,5%,-9%
Cc1occc1-c1nnc(SCC(N)=O)n1Cc1ccccc1,3,4%,19%,13%,-3%,i,2%,6%,-10%
NS(=O)(=O)c1ccc(CCNC(=O)C(=O)c2cn(CC(=O)N3CCCC3)c3ccccc23)cc1,-8,-2%,-2%,30%,-3%,4%,-6%,-8%,0%
O=C(Nc1cccc(F)c1)NC1CCN(Cc2ccccc2)CC1,1,1%,0%,58%[activator],-2%,nt,-27%,-10%,-1%
Cc1cc(C)cc(N(C(=O)c2csnn2)C(C(=O)NC(C)(C)C)c2cccnc2)c1 (centres undefined),1,3%,8%,33%,4%,-7%,-19%,2%,4%

# Source: PubChem (National Center for Advancing Translational Sciences (NCATS))
